SENP8 inh = human SENP8 protease inhibitors, primary screen, biochemical, fluorescence, Nedd8 protein substrate, uHTS | Sentrin-specific protease 8 (Homo sapiens), Q96LD8 | recombinant SENP8 | inhibition, % at 20 µM | 360,000 compounds, 0.64% hits | AID 602440, 2012; in the data active means inhibition mostly above about 40%, no sharp cut-off; inactive means mostly below about 27%
ATG4B inhibitor = ATG4B protease inhibitors, primary screen, biochemical, fluorescence, uHTS; ATG4B cleavage of LC3-PLA2, NBD-HPC fluorescence, 1 h; inhibition, % at 8.33 µM; 340,000 compounds, 0.51% hits; AID 504462, 2011; in the data active means inhibition above about 40%
Target sequence (Q9Y4P1 whole entry, looked up): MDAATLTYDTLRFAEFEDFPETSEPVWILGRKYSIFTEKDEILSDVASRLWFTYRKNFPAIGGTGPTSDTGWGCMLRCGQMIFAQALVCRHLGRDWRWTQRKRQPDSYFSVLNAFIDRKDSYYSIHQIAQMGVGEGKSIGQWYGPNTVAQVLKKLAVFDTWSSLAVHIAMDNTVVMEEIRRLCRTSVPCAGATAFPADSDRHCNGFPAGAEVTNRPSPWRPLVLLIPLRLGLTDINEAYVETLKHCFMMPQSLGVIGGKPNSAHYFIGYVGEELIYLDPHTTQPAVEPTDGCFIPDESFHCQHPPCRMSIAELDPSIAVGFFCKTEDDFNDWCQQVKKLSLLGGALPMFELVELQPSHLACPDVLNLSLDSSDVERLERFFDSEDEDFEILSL
SENP1 FRET inh = human SENP1 catalytic domain inhibitors, primary screen, biochemical, FRET, uHTS; Sentrin-specific protease 1 (Homo sapiens), Q9P0U3; recombinant SENP1 catalytic domain, CyPet-SUMO1-YPet FRET cleavage; inhibition, % at 10 µM; 360,000 compounds, 0.21% hits; AID 624204, 2012;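 active means inhibition at least 30% at 10 µM, raw YFP signal under a set limit, fluorescence ratio 0.5 to 1.5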;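 further: 0% = enzyme with DMSO and 100% = no enzyme wells; some results filed as inactive read as strong as hits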
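Test system: hSENP1 catalytic domain, recombinant; Amount: 20 pM final SENP1 enzyme; Medium: Tris pH 8 buffer plus EDTA, NaCl, BME, BSA, NP40, catalase; Schedule: 50 min enzyme reaction, room temperature, light-protected; Technique: FRET fluorescence in CFP and YFP emission channels; Controls: no-enzyme wells low, DMSO-plus-enzyme wells high control.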
SENP6 inh = SENP6 protease inhibitors, primary screen, biochemical, luminescence, uHTS | Sentrin-specific protease 6 (Homo sapiens), Q9GZR1 | Recombinant SENP6 catalytic domain, aminoluciferin luminescence | inhibition, % at 10 µM | 330,000 compounds, 1.8% hits;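 active means inhibition above about 50% at the single tested dose, limit read from the data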;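 further: plate controls were DMSO wells with enzyme for no effect and DMSO wells lacking enzyme for full effect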
MPTP inh = mitochondrial permeability transition pore inhibitors, primary screen, biochemical, isolated mouse mitochondria, absorbance | Ca2+ swelling absorbance, 30 min | inhibition, % at 10 µM | 360,000 compounds, 1.4% hits | AID 602449, 2012;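 active means inhibition of 50% or more, scaled per plate between neutral and stimulator controls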;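 further: 0% = DMSO wells given calcium and 100% = 1 mM EGTA wells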
PfGluPho inh = PfG6PD enzyme inhibitors, primary screen, biochemical, fluorescence intensity, uHTS; glucose-6-phosphate dehydrogenase-6-phosphogluconolactonase (Plasmodium falciparum 3D7); PfGluPho enzyme, NADPH resazurin-diaphorase fluorescence; inhibition, % at 20 µM; 350,000 compounds, 0.78% hits; AID 504690, 2011;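 active means inhibition reaching at least a set limit at 20 µM in the primary screen, cut at about 59% in these data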;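 further: 0% = DMSO wells with substrate and 100% = DMSO wells lacking glucose-6-phosphate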
hIAP activ = human IAP activators, primary screen, biochemical, luminescence, uHTS; Intestinal-type alkaline phosphatase (Homo sapiens), P09923; purified human IAP, CDP-Star luminescence, 30 min; hits give high values; 1 = vehicle-only enzyme, 0 = enzyme-free background; activation factor at 10 µM; 330,000 compounds, 0.16% hits; AID 2524, 2010;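 active means activation factor of the enzyme at least 2-fold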; further: the source names both 10 and 20 µM as test concentration; values of inactives mirror those of a sister screen read the other way
Target sequence (P09923 whole entry, looked up): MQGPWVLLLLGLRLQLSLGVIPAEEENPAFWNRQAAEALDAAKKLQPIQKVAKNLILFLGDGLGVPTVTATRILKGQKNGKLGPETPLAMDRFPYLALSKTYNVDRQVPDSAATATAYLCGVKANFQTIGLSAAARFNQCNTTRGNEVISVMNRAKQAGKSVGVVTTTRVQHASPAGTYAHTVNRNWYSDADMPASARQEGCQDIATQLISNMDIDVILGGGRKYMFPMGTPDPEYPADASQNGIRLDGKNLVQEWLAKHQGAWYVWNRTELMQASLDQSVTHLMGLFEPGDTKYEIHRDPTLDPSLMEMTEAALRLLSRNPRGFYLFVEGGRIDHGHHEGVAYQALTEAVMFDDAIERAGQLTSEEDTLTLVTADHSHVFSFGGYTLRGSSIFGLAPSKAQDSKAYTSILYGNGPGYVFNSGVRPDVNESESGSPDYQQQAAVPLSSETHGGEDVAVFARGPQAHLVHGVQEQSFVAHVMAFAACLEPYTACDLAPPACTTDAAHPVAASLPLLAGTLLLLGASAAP
NR3A LBD binder = binders of NR3A ligand-binding domain, primary screen, biophysical, differential scanning fluorimetry, uHTS. Glutamate receptor ionotropic, NMDA 3A (GRIN3A) ligand-binding domain. NR3A LBD differential scanning fluorimetry, Tm shift; 0% = protein alone, 100% = glycine-bound protein. Tm shift relative to glycine control, % at 25 µM. 340,000 compounds, 2.5% hits;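 active means melting temperature shift of at least 10% of the positive control shift, at one fixed dose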
* hit, by the source's call; i = inactive; · = not tested or not shown.

Start of the listing, in advance, 2 compounds:
1. O=Cc1[nH]c2ccccc2c1N(C(=O)CCl)c1ccccc1
2. CCOC(=O)c1ccc(N2C(=O)CC(N3CCCC(C)C3)C2=O)cc1 (configuration not stated)
assay / compound	1	2
SENP8 inh	-78	14
ATG4B inhibitor	4	12
SENP1 FRET inh	-30	-1
SENP6 inh	·	-1
MPTP inh	2.9	-0.5
PfGluPho inh	9	-8
hIAP activ	·	1.1
NR3A LBD binder	0	2

The listing, repeating the preview:
1. O=Cc1[nH]c2ccccc2c1N(C(=O)CCl)c1ccccc1
2. CCOC(=O)c1ccc(N2C(=O)CC(N3CCCC(C)C3)C2=O)cc1 (configuration not stated)
3. Cc1cc(NC(=O)c2ccc(N(C)S(=O)(=O)c3ccccc3)cc2)no1
4. O=S(=O)(NCC1CCCO1)c1cccc2nsnc12 (configuration not stated)
5. CCN(CC)c1ccc(C(=C2C=CC(=[N+](CC)CC)C=C2)c2ccc(N(CC)CC)cc2)cc1
6. CCOC(=O)Cc1csc(NC(=O)/C=C/c2ccccc2Cl)n1
assay / compound	1	2	3	4	5	6
SENP8 inh	-78	14	0	8	25	3
ATG4B inhibitor	4	12	-7	3	58*	10
SENP1 FRET inh	-30	-1	0	-1	-4	-1
SENP6 inh	·	-1	-15	9	·	0
MPTP inh	2.9	-0.5	-2.3	-0.8	137*	1.1
PfGluPho inh	9	-8	13	12	92*	0
hIAP activ	·	1.1	0.83	0.75	·	0.93
NR3A LBD binder	0	2	0	-2	351*	-3

7. c1ccc(-c2nnc(-c3ccccn3)c(-c3ccccn3)n2)nc1
8. COC(=O)CSc1nnc(CNC(=O)c2ccc(S(=O)(=O)N3CCOCC3)cc2)n1C
9. COc1ccc(/C(O)=C2\C(=O)C(=O)N(Cc3ccco3)C2c2cc(OC)ccc2OC)cc1 (configuration not stated)
10. O=C(CSc1ncccn1)Nc1cccc(S(=O)(=O)N2CCOCC2)c1
11. COC(=O)CCCNC(=O)CC1C(=O)NCCN1Cc1ccoc1 (configuration not stated)
12. O=C1CN(C(=O)CSc2nc3ccccc3c(=O)n2CC2CCCO2)c2ccccc2N1 (configuration not stated)
assay / compound	7	8	9	10	11	12
SENP8 inh	19	12	0	8	-11	2
ATG4B inhibitor	3	8	-5	1	2	-1
SENP1 FRET inh	0	3	-1	1	0	-2
SENP6 inh	-27	-4	4	-4	-12	-19
MPTP inh	2.0	-1.1	2.2	8.9	0.1	0.0
PfGluPho inh	-2	-7	-20	-3	-3	-10
hIAP activ	1.1	0.98	0.92	0.95	1.1	1.2
NR3A LBD binder	-1	-3	-1	0	-1	1

Reformatted with tabs: 7 of the compounds above
entry	SMILES	SENP8 inh	ATG4B inhibitor	SENP1 FRET inh	SENP6 inh	MPTP inh	PfGluPho inh	hIAP activ	NR3A LBD binder
2	CCOC(=O)c1ccc(N2C(=O)CC(N3CCCC(C)C3)C2=O)cc1 (configuration not stated)	14	12	-1	-1	-0.5	-8	1.1	2
10	O=C(CSc1ncccn1)Nc1cccc(S(=O)(=O)N2CCOCC2)c1	8	1	1	-4	8.9	-3	0.95	0
1	O=Cc1[nH]c2ccccc2c1N(C(=O)CCl)c1ccccc1	-78	4	-30	·	2.9	9	·	0
11	COC(=O)CCCNC(=O)CC1C(=O)NCCN1Cc1ccoc1 (configuration not stated)	-11	2	0	-12	0.1	-3	1.1	-1
9	COc1ccc(/C(O)=C2\C(=O)C(=O)N(Cc3ccco3)C2c2cc(OC)ccc2OC)cc1 (configuration not stated)	0	-5	-1	4	2.2	-20	0.92	-1
7	c1ccc(-c2nnc(-c3ccccn3)c(-c3ccccn3)n2)nc1	19	3	0	-27	2.0	-2	1.1	-1
12	O=C1CN(C(=O)CSc2nc3ccccc3c(=O)n2CC2CCCO2)c2ccccc2N1 (configuration not stated)	2	-1	-2	-19	0.0	-10	1.2	1

The results go on.
13. CC(C)=CCCC(C)CN1CCC(n2nccc2NC(=O)c2ccc3c(c2)OCO3)CC1 (configuration not stated)
14. COc1ccc(NC(=O)Nc2ccc3c(c2)OCO3)c(C)c1
15. CC(C)c1ccccc1NC(=O)Nc1ccc(F)cc1F
16. CC(C)(C)c1ccc(C2(C)NC(=O)NC2=O)cc1 (configuration not stated)
17. CCOC(=O)N1C2C=C(C)[C@@H]2[C@@H]2CC(=O)N21 (some centres not stated)
18. Cc1cccc(NC(=O)CN2CCN(C(=O)C3CCN(C(=O)/C=C/c4ccccc4)CC3)CC2)c1C
assay / compound	13	14	15	16	17	18
SENP8 inh	18	6	17	12	19	22
ATG4B inhibitor	-1	-1	11	-5	-3	-37
SENP1 FRET inh	-2	0	2	1	1	2
SENP6 inh	-11	-16	9	-12	-5	-15
MPTP inh	2.9	0.7	6.5	-1.8	0.2	1.0
PfGluPho inh	-7	3	3	-2	3	-23
hIAP activ	1.4	1.2	1.2	0.89	0.99	1
NR3A LBD binder	3	-13	-6	0	-8	0

19. Cc1cccc(C(=O)OCC(=O)Nc2c(C)n(C)n(-c3ccccc3)c2=O)c1O
20. COc1ccc([C@H]2CC(=O)C=C(c3ccc(OC)c(F)c3)C2)cc1
21. CCc1ccc(C(=O)CSc2n[nH]c(-c3ccncc3)n2)cc1
22. CC(=O)N/C(=C\c1ccccc1)C(=O)OC/C=C/c1ccccc1
23. O=C(CN(c1ccc(Cl)c(C(F)(F)F)c1)S(=O)(=O)c1ccccc1)N/N=C/c1cccc2c1OCCO2
24. CC1CCCN(c2nc3ccccc3nc2C(C#N)S(=O)(=O)c2ccccc2)C1 (configuration not stated)
assay / compound	19	20	21	22	23	24
SENP8 inh	-4	18	1	-1	-163	-200
ATG4B inhibitor	-8	5	1	-3	-7	-5
SENP1 FRET inh	0	4	-11	2	1	-25
SENP6 inh	-22	5	-4	-9	3	-6
MPTP inh	-0.6	-1.3	5.1	2.7	2.7	82*
PfGluPho inh	1	4	-18	-5	48	-12
hIAP activ	1.1	1	1.1	1	1.2	0.99
NR3A LBD binder	-2	0	-18	-2	5	-10

25. COc1ccc(C(C)N2CC34C=CC(O3)C(C(=O)O)C4C2=O)cc1 (configuration not stated)
26. COc1ccccc1CCNC(=O)c1cc(C2CC2)nc2c1cnn2C(C)C
27. COc1ccc(S(=O)(=O)N2CCN(C(=O)c3ccc([N+](=O)[O-])o3)CC2)cc1
28. N#C[C@@H]1N(Cc2ccccc2)C(=O)[C@H]2CC3C=CC21O3 (some centres not stated)
29. COc1ccccc1CCNC(=O)C1CCC(=O)N(Cc2cccc(F)c2)C1 (configuration not stated)
30. COc1ccc(-n2c(CN3CCOCC3)nc3ccc([N+](=O)[O-])cc3c2=O)c(OC)c1
assay / compound	25	26	27	28	29	30
SENP8 inh	14	-212	13	7	2	21
ATG4B inhibitor	-4	4	-6	9	1	-6
SENP1 FRET inh	2	1	1	1	-2	4
SENP6 inh	-13	-10	-5	3	-1	-14
MPTP inh	-5.7	-1.4	-0.8	0.4	3.5	0.9
PfGluPho inh	3	6	14	-8	-8	23
hIAP activ	0.94	0.95	1.1	0.97	1.2	0.99
NR3A LBD binder	3	6	1	-2	0	-2

31. CC/C(=N/O)c1cnnc(SC)n1
32. Cc1ccccc1Nc1nc(N2CCOCC2)nc(N2CCOCC2)n1
33. O=C1OC2(O)C3C4C=CC(C4)C3C(=O)N2c2ccccc21 (configuration not stated)
34. C#CCOCCOCCOCCNc1nc(N2CCN(C(=O)[C@H]([C@@H](C)CC)n3cc([C@@H](N)CO)nn3)CC2)nc(N2CCN(C(=O)[C@H](CCCCN)n3cc([C@@H](N)CO)nn3)CC2)n1
35. O=C(NCCc1cccs1)C1CC(c2cccc([N+](=O)[O-])c2)=NO1 (configuration not stated)
36. Cc1[nH]c(=O)c(C#N)c2c1CCCC2
assay / compound	31	32	33	34	35	36
SENP8 inh	15	8	30	16	14	-129
ATG4B inhibitor	14	-2	0	9	-7	0
SENP1 FRET inh	1	-1	0	1	-1	-1
SENP6 inh	6	-8	-19	-14	13	-12
MPTP inh	0.4	-1.9	-0.2	-0.5	-0.5	-0.6
PfGluPho inh	-6	7	4	-13	-11	-7
hIAP activ	1.1	1.1	1	0.96	0.88	1.1
NR3A LBD binder	-2	-3	1	2	-2	0

37. Cc1c(CCOC(=O)c2cccc([N+](=O)[O-])c2)sc[n+]1CC(=O)c1ccccc1
38. C#CC(CC)(CC)NC(=O)c1cc(S(=O)(=O)N2CCCCC2)ccc1N1CCOCC1
39. CCOC(=O)c1cc(C)n(CCc2ccccc2)c1C
40. CN1C(=O)C2(OCCCO2)c2ccccc21
41. CCCn1c(N)c(C(=O)CN(C)CC(=O)Nc2cccc(F)c2)c(=O)[nH]c1=O
42. O=C(O)c1cc(S(=O)(=O)N2CCOCC2)c[nH]1
assay / compound	37	38	39	40	41	42
SENP8 inh	7	-12	5	6	14	24
ATG4B inhibitor	5	-3	5	1	0	0
SENP1 FRET inh	1	0	3	4	-3	2
SENP6 inh	6	-3	-12	3	3	-15
MPTP inh	-0.5	-2.9	-0.1	0.7	-0.4	-0.7
PfGluPho inh	-10	3	-24	3	3	-5
hIAP activ	0.85	0.89	1.1	1.2	1.1	1
NR3A LBD binder	-1	1	-4	0	1	-2

Pulled one by one from above:
41. CCCn1c(N)c(C(=O)CN(C)CC(=O)Nc2cccc(F)c2)c(=O)[nH]c1=O
38. C#CC(CC)(CC)NC(=O)c1cc(S(=O)(=O)N2CCCCC2)ccc1N1CCOCC1
37. Cc1c(CCOC(=O)c2cccc([N+](=O)[O-])c2)sc[n+]1CC(=O)c1ccccc1
assay / compound	41	38	37
SENP8 inh	14	-12	7
ATG4B inhibitor	0	-3	5
SENP1 FRET inh	-3	0	1
SENP6 inh	3	-3	6
MPTP inh	-0.4	-2.9	-0.5
PfGluPho inh	3	3	-10
hIAP activ	1.1	0.89	0.85
NR3A LBD binder	1	1	-1

Remaining list, next part:
43. O=C(NCCNc1ccnc2cc(Cl)ccc12)c1ccccc1F
44. COC(=O)c1[nH]c2cccc(OC)c2c1NC(=O)CN1CCN(c2cccc(OC)c2)C(C)C1 (configuration not stated)
45. CCCCCn1c(CCNC(=O)CCC)nc2ccccc21
46. COc1ccc(CCN(Cc2ccccn2)C(=S)Nc2cccc(SC)c2)cc1OC
47. O=C(O)c1cccc(NC(=O)c2ccc(COc3ccc(Cl)cc3)cc2)c1
48. O=C1OCCC1S(=O)(=O)c1ccc2ccccc2c1 (configuration not stated)
49. C[C@H]1CN([C@@H](C)CO)C(=O)CCCn2cc(nn2)CO[C@@H]1CN(C)S(=O)(=O)c1cccc(F)c1
50. O=C(COC(=O)C1CC2CCCC(C1)C2=O)NC(=O)c1ccccc1 (configuration not stated)
51. CN(Cc1c(C(=O)N/N=C/c2cccc(O)c2)nnn1-c1nonc1N)C1CCCCC1
assay / compound	43	44	45	46	47	48	49	50	51
SENP8 inh	-69	i	8	26	2	22	7	25	14
ATG4B inhibitor	4	-14	-3	-5	-7	-2	·	-5	-5
SENP1 FRET inh	-1	2	1	-1	2	-1	1	1	2
SENP6 inh	-9	-11	1	-5	70*	2	·	-18	-9
MPTP inh	75*	-8.2	2.0	-2.4	1.4	-1.1	-0.3	-0.9	0.0
PfGluPho inh	-17	1	-4	6	-14	-6	-25	-1	8
hIAP activ	0.77	1.1	0.95	1.2	1	0.82	·	1	1.3
NR3A LBD binder	-3	-1	1	1	1	-1	·	-1	-2

High-throughput results (PubChem)
